Compound activity: PubChem, National Center for Advancing Translational Sciences (NCATS)
TDP1 block: blocks human tyrosyl-DNA phosphodiesterase 1 | Q9NUW8 | recombinant TDP1, AlphaScreen DNA substrate cleavage | Potency, µM (highest dose often 130 µM), inactives show at the highest dose activity change, negative = inhibition, usual class: inhibitors | hit rate 0.28% among 350,000; further: nearly all actives have a fitted effect of over 40% in size
Target sequence (Q9NUW8 whole entry, looked up): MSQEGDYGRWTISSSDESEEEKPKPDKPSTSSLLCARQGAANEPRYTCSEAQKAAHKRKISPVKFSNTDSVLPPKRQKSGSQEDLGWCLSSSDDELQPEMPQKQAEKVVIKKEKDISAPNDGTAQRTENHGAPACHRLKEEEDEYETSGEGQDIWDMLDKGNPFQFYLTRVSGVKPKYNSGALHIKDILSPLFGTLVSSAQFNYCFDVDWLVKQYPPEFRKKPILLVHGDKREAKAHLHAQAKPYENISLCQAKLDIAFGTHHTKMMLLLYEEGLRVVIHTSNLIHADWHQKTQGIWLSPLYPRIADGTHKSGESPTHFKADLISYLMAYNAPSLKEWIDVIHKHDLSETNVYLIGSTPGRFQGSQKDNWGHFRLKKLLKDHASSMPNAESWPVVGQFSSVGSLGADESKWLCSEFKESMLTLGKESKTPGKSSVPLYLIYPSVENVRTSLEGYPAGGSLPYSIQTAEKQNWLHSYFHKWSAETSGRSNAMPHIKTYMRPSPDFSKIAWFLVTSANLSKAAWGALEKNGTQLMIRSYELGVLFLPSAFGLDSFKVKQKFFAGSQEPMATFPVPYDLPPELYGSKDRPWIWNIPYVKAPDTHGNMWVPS
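E. coli-derived human Tdp1, 1 nM final. Cpd preinc 15 min RT; substrate 15 nM final, 5 min RT; AS bead mix 10 ug/ml final, 10 min RT. Signal loss = tyrosine-FITC cleavage. No-enzyme wells = max signal.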
DT40 TDP1 no CPT: qHTS for Inhibitors of human tyrosyl-DNA phosphodiesterase 1 (TDP1): qHTS in cells in absence of CPT; DT40 Tdp1-/- hTDP1 cells, no CPT, ATP luminescence, 48 h; Potency, µM (highest dose often 46.2 µM), without a hit: at the top dose activity change, negative = growth inhibition, hits mostly inhibitors; hit rate 15% among 420,000; AID 686978, 2013; further: nearly all actives have a fitted effect of over 55% in size
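Seeded 400 DT40-hTDP1 cells/well (vehicle DMSO, no 20 nM CPT); pinned compounds; ≥48 hr at 37 °C; CellTiter-Glo luminescence as viability measure.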
DT40 TDP1 CPT: DT40-hTDP1 cell growth loss with CPT; chicken DT40 Tdp1-/-;hTDP1 cells + 20 nM CPT, ATP luminescence, 48 h; Potency, µM (doses to about 46.2 µM), for inactives: top-dose activity change, negative = growth inhibition, usual class: inhibitors; hit rate 12% among 420,000; AID 686979; further: nearly all actives have a fitted effect of over 55% in size
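Chicken DT40 Tdp1-/- cells complemented with human TDP1, 400 cells/well, exposed to compounds plus 20 nM camptothecin for at least 48 h at 37 C; viability read as ATP content by CellTiter-Glo luminescence.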
An asterisk follows results filed as active; ? = inconclusive; · = not tested or not shown; & = joins results of further samples; [ ] = another dose, or the depositor's remark. The call rests on the fitted dose curve; in most records, active means well fitted curve in the direction sought with a large enough effect; inconclusive means small, poorly fitted or top-dose-only effect, or another doubt; inactive means no such curve, though single readings can be large; an effect the other way counts as inactive or inconclusive. On the % scale 0 is the no-effect control and ±100 the full control effect; potency means the concentration at half of the fitted maximal effect.

Values run as follows: TDP1 block | DT40 TDP1 no CPT | DT40 TDP1 CPT
- CC(C)N=C(NC#N)SCc1ccc(Br)cc1
 : 0.0% | -3.3% | -0.9%
- CC1(C)SC[C@H](C(=O)Nc2cccc(Cl)c2)N1C=O
 : -1.2% | 3.6% | -0.9%
- C=CCOc1ccc(/C=N/NC(=O)c2cc3c(OC)cc(OC)cc3[nH]2)cc1
 : · | 25.9µM* | ?
- COc1cc(C=O)c(Br)cc1OCC(=O)NCc1ccccc1
 : 0.0% | ? | -6.0%
- Cc1ccc(S(=O)(=O)N(C)c2ccc(OCC(=O)Nc3ccc(C(=O)N(C)C)cc3)cc2)cc1C
 : 1.4% | 18.4µM* | ?
- O=C(NCC(=O)N1CCN(Cc2ccccc2)CC1)c1cccs1
 : -1.4% | 3.9% | -6.0%
- Cc1ccc(S(=O)(=O)N(C)C)cc1NC(=O)CCc1ccccc1
 : 0.0% | -20.2% | -6.8%
- Nc1nc(Nc2cccc(Cl)c2)sc1C(=O)c1ccc(F)cc1
 : 6.6% | 23.1µM* | 18.4µM*
- N#C/C(=C\Nc1ccc(Cl)cc1)S(=O)(=O)c1ccccn1
 : 5.5% | -11.5% | 1.2%
- CCCNC(=O)C(=O)N/N=C/c1cccs1
 : 3.4% | 0.8% | -12.2%
- CC(=O)N1N=C(c2cccc([N+](=O)[O-])c2)OC1c1ccc(Br)cc1 (stereo not given)
 : 4.8% | -25.2% | 6.9%
- CCc1nc2c(OCC(=O)c3ccc(Cl)cc3Cl)cccn2c1N(C)C(=O)c1ccncc1
 : · | ? | ?
- COc1cccc(C2Nc3ccc4ccccc4c3C3=C2C(=O)CCC3)c1O (stereo not given)
 : · | ? | ?
- CCOc1ccc(/C(C)=N\NC(=O)Cc2ccccc2)cc1
 : · | -0.1% | 0.5%
- CCP(=O)(CC)C(C)(C)CP(=O)(c1ccccc1)c1ccccc1
 : 0.0% | 6.3% | 4.5%
- COCC1CCCCC1OS(N)(=O)=O (stereo not given)
 : · | 7.9% | 7.3%
- CCN(CC)c1ccc(NC(=O)c2nc3nc(C)cc(C(F)F)n3n2)cc1
 : 2.2% | ? | -14.6%
- COC(=O)c1ccc(OC)c(-c2c(OC)cc(OC)cc2OC)c1
 : -2.6% | -13.2% | 20.6%
- O=C(CN1C(=O)c2ccccc2C1=O)NCCc1c[nH]c2ccc(Cl)cc12
 : 2.4% | -0.2% | -19.9%
- COc1ccc(OC)c(C(C)NC(C)=O)c1 (stereo not given)
 : 2.0% | 0.9% | -6.4%

Ordered by heavy-atom count (ascending): some entries from above.
Values run as follows: TDP1 block | DT40 TDP1 no CPT | DT40 TDP1 CPT
- COCC1CCCCC1OS(N)(=O)=O (stereo not given)
 : · | 7.9% | 7.3%
- CCOc1ccc(/C(C)=N\NC(=O)Cc2ccccc2)cc1
 : · | -0.1% | 0.5%
- CCP(=O)(CC)C(C)(C)CP(=O)(c1ccccc1)c1ccccc1
 : 0.0% | 6.3% | 4.5%
- CCN(CC)c1ccc(NC(=O)c2nc3nc(C)cc(C(F)F)n3n2)cc1
 : 2.2% | ? | -14.6%
- COc1cccc(C2Nc3ccc4ccccc4c3C3=C2C(=O)CCC3)c1O (stereo not given)
 : · | ? | ?

(continued)
Values run as follows: TDP1 block | DT40 TDP1 no CPT | DT40 TDP1 CPT
- O=c1cnc2cnc(Nc3ccccc3)nc2n1C[C@H]1CCCO1
 : · | 9.2µM* | 8.2µM*
- Cc1ccc(-c2c(C#N)c(N)nc3c2CCCCC3)cc1
 : 3.5% | -10.6% | -13.5%
- COc1cccc(CN2C(=O)NC(C)(C3CCN(Cc4cc(F)cc(F)c4)CC3)C2=O)c1OC (stereo not given)
 : · | ? | ?
- CCCOc1ccc(C(=O)N(Cc2ccc(Cl)cc2)Cc2ccco2)cc1
 : -4.9% | ? | ?
- Cc1cccc(OCC(=O)NCC(=O)N/N=C/c2ccc(N(C)C)cc2)c1
 : 4.4% | -14.1% | -7.7%
- COc1ccc(-n2cc(-c3ccccc3)c3c(NCCOCCO)ncnc32)cc1
 : · | ? | ?
- O=C(NNC(=O)c1ccccc1-c1ccccc1C(=O)O)c1cccc([N+](=O)[O-])c1
 : 2.8% | -6.6% | 18.5%
- COc1cc2c(cc1NC(=O)CSc1nc3ccccc3[nH]1)oc1ccccc12
 : 2.1% | ? | ?
- Cc1c(Cc2ccccc2)c(=O)oc2cc(OC(C)C(=O)NCC3CCC(C(=O)O)CC3)c(Cl)cc12 (stereo not given)
 : · | -10.3% | -12.2%
- COc1ccccc1Cn1c(=S)[nH]c2cc(C(=O)NCCN3CCOCC3)ccc2c1=O
 : -3.1% | -18.0% | -5.6%
- CCOC(=O)N1CCN(C(=O)c2cccc(OC)c2O)CC1
 : 2.3% | -6.6% | -4.9%
- COc1ccc(-c2nnc3ccc(SCC(=O)NCc4ccco4)nn23)cc1
 : 79.4µM* | -30.0% | -15.7%
- N#CCc1c(C#N)c(N)nc(N2CCOCC2)c1C#N
 : · | -26.7% | ?
- COc1ccccc1CNC(=O)c1ccc2c(c1)N(Cc1cccc(Cl)c1)C(=O)c1ccccc1S2(=O)=O
 : -2.8% | -7.6% | -12.3%
- Cc1cccnc1NC(=O)c1ccccc1NC(=O)C(C)(C)C
 : 4.9% | 18.2% | -15.0%
- CCOc1ccc(NC(=O)Cn2c(=O)n(CC3CCC(C(=O)NCCc4ccccc4)CC3)c(=O)c3ccccc32)cc1 (stereo not given)
 : 5.0% | 3.8% | 5.4%
- C=COCCNC(=S)N1CCOCCOCCN(C(=S)NCCOC=C)CCOCC1
 : 6.3% | 3.2% | -15.4%
- CC(=O)Nc1c(C(=O)NCc2ccccc2)nnn1Cc1ccccc1
 : 8.8% | -7.9% | -5.4%
- Cc1ccnc(NC(=O)COC(=O)c2ccc(F)cc2F)n1
 : · | -10.1% | 2.4%
- Cc1ccc(Cn2nc(C)c(C(=O)NCC(c3cccs3)N3CCOCC3)c2Cl)cc1 (stereo not given)
 : · | 23.1µM* | 20.6µM*

Carrying on.
smiles | TDP1 block | DT40 TDP1 no CPT | DT40 TDP1 CPT
Cc1c(-c2cccc(NC(=O)Nc3ccc(Cl)cc3)c2)nc2ncccn12 | 8.8% | ? | ?
Cc1cc2nc(C(C)(C)C)c(Cc3cccc(F)c3)n2c(C)c1Br | · | ? | ?
O=C(COC(=O)c1cc([N+](=O)[O-])ccc1N1CCOCC1)Nc1ccc(Cl)cn1 | 5.2% | ? | ?
COc1ccc(-c2cc(C(=O)Nc3cc(C)nn3-c3ccccc3)no2)cc1OC | -2.6%&0.0% | 20.7%&6.5% | -3.5%&-23.1%
CCN(CC(=O)Nc1c(F)cccc1F)C(=O)c1cc([N+](=O)[O-])ccc1N1CCOCC1 | · | -15.5% | -13.6%
CC(C)OC(=O)CSc1nc(N)c(C#N)c(-c2cccs2)c1C#N | -4.2% | ? | ?
O=CN1CCN(C(=O)CC(c2ccccc2)c2cc(Br)ccc2O)CC1 (stereo not given) | 4.0% | -7.2% | -12.7%
CN(C)c1ccc(C(CNS(=O)(=O)c2ccc(F)cc2)N2CCCC2)cc1 (stereo not given) | 11.2% | ? | ?
Cc1ccc2nc(NC(=O)CN(C)S(=O)(=O)c3ccc(Br)s3)sc2c1 | 5.9% | ? | ?
CCOc1cc(CNc2ccccc2)cc(Br)c1OCC(=O)NC(C)(C)C | 4.4% | ? | ?
CC(C(=O)Nc1ccc(Cl)cc1Cl)N1C(=O)NC2(CCCC2)C1=O (stereo not given) | 9.7% | ? | -14.9%
Cc1ccc2nc(NC(=O)c3cc(-c4ccco4)nc4ccccc34)sc2c1 | 2.8% | ? | ?
COc1ccc(S(=O)(=O)N2CCCCCC2)cc1C(=O)N(C)CC(=O)Nc1ccccc1Cl | · | 20.6µM* | ?
CC1=NN(C(=O)c2ccoc2C)C(O)(C(F)(F)F)C1 (stereo not given) | 1.3% | 2.31µM* | 2.91µM*
CC(=O)c1c(C)[nH]c(C(=O)/C(C#N)=C/c2cccc(C)c2)c1C | 10.2% | -22.9% | -22.3%
CCN1CCN(S(=O)(=O)c2ccc(-c3cc(C)no3)s2)CC1 | 3.9% | 14.0% | -23.0%
Oc1ccc(Cc2ccccc2)c2cccnc12 | · | 2.06µM* | 4.61µM*
CCOc1ccc(NS(=O)(=O)c2ccc(OCC)c3ncccc23)cc1 | 4.7% | 10µM* | 11.2µM*
COc1cc(Cl)c(NC(=O)c2cc(S(=O)(=O)N3CCCCC3)c[nH]2)c(OC)c1 | 3.7% | -18.3% | -13.4%
COCC1CCCCN1C(=O)c1ccc(OC2CCN(CCc3ccccc3)CC2)cc1 (stereo not given) | 0.7% | -28.9% | ?
CC(C)CCNc1ncnc2c1cnn2-c1cccc(Cl)c1 | -2.6% | ? | ?
COCCn1c(C)cc(C2=NNC(=Nc3ccc(OC)cc3)SC2)c1C | 4.4% | 11.6µM* | 23.1µM*
NNC(=O)COc1ccc(C(F)(F)F)cc1 | 2.7% | -15.0% | 3.1%
COc1cccc(NC(=O)N2CCCC(C(=O)NCc3ccc(F)cc3)C2)c1 (stereo not given) | -2.5% | -24.2% | 6.3%
CCOC(=O)CSc1nnc(C)c(C)n1 | · | 10.3% | 3.3%
CC(C)C(=O)NC(=O)COC(=O)/C=C/c1cccs1 | 7.7% | 6.3% | 12.0%
O=c1cc(-c2ccccc2)nc2nc(-c3ccco3)[nH]n12 | 2.2% | ? | ?
COc1cccc(-c2nc(CS(=O)CC(=O)NC3CC3)c(C)o2)c1 (stereo not given) | -1.3% | -26.3% | 2.8%
COC(=O)C1=C(C)N(Cc2ccccc2)C(=O)/C1=C\c1ccco1 | 10.7% | 18.4µM* | ?
CCCCCC(=O)Nc1nc(C)c(-c2csc(Nc3cc(Cl)ccc3C)n2)s1 | -1.0% | 18.4µM* | ?
COc1ccc(S(=O)(=O)NCC(c2cccnc2)N2CCN(Cc3ccccc3)CC2)cc1C (stereo not given) | 4.9% | -28.8% | ?
CC(CN1CCCC1)OC(=O)Cc1ccc(Cl)cc1 (stereo not given) | 5.0% | 1.6% | 0.9%
CCOc1ccc(NC(=O)c2cccc3c2C(=O)N(Cc2cccnc2)C3)cc1 | 7.2% | ? | ?
COc1ccccc1C(=O)Nc1ccc(C(=O)OCc2cc(=O)n3nc(C4CC4)sc3n2)cc1 | 3.8% | -19.9% | -15.2%
CN(CCO)c1cc(N(C)CCO)c([N+](=O)[O-])cc1[N+](=O)[O-] | 8.1% | -5.2% | 19.2%
O=C(Cc1nnc(NC(=O)Nc2ccccc2F)s1)NCc1ccccc1 | 5.2% | -13.5% | 12.2%
Brc1c(CSc2nncn2-c2ccccc2)nc2ncccn12 | 5.8% | -13.7% | -9.4%
C/C(=N/NC(=O)c1cc(-c2cccc([N+](=O)[O-])c2)n[nH]1)c1ccc(Cl)cc1 | 1.4% | -6.7% | ?
O=C(COC(=O)c1cccnc1Nc1ccccc1F)NCc1ccc2c(c1)OCO2 | 7.1% | -12.9% | -12.5%
CCOc1ccc(NC(=S)NCc2ccc3c(c2)OCO3)cc1 | · | ? | ?
COc1cccc([C@@H]2CC=C(C(=O)O)[C@H](c3ccc(F)cc3)N2S(=O)(=O)c2ccc(C)cc2)c1 | 0.1% | -0.8% | -20.2%
Cc1ccc(SCCNC(=S)Nc2ccc(C)c(C)c2)cc1 | -4.8% | ? | ?
CCOc1ccc(-c2n[nH]c(C(=O)NN)c2C)cc1 | 5.5% | 0.0% | -29.2%
CCN(CC)S(=O)(=O)c1ccc2c(c1)c(=O)c(C(=O)N1CCN(c3cccc(C)c3)C(C)C1)cn2C (stereo not given) | -4.7% | ? | -25.9%
CCCCNCCCOc1ccc(C)cc1Br | -9.0% | 16.4µM* | 18.4µM*
CCOC(=O)N1CCN(C(=O)CSc2ccc(-c3ccccc3)nn2)CC1 | -1.2% | -22.6% | -5.4%
CC(=O)N[C@@H](Cc1c[nH]c2ccccc12)C(=O)OCC(=O)Nc1ccc(S(=O)(=O)N(C)C)cc1 | 4.7% | -6.1% | 8.5%
COc1ccc(Cl)c2sc(N(CCN(C)C)C(=O)c3ccc4c(c3)OCCO4)nc12 | -4.8%[0.505 µM] | ? | ?
O=C(CCc1nc2sc3c(c2c(=O)[nH]1)CCCC3)Nc1ccccc1Cl | · | ? | ?
CN(Cc1ccc(OC(F)F)cc1)C(=O)c1cccc(S(=O)(=O)N2CCN(Cc3ccccc3)CC2)c1 | · | 8.2µM* | 9.2µM*
Cc1nc2cc(C(F)(F)F)ccc2n1C1CCN(CC(=O)N2CCCC2)CC1 | 6.0% | -24.7% | -10.4%
O=C(N/N=C/c1ccccc1Br)c1cccc(S(=O)(=O)N2CCOCC2)c1 | 4.1% | -3.3% | -4.3%
O=C(c1ccc(CS(=O)(=O)c2c(Cl)cccc2Cl)o1)N1CCN(c2ccccc2)CC1 | 6.9% | 14.6µM* | ?
